# HepG2 viability: kills HepG2 cells in TGF-b inhibitor counter-screen. HepG2 CAGA-GFP viability, ATP luminescence, 18 h. Potency, µM (doses to about 46.1 µM), without a hit: at the top dose activity change, negative = cytotoxicity, hits mostly cytotoxic. actives 0.76% (n = 410,000). AID 588856; also: some results filed as inactive show a strong effect at the top dose
#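 CellTiter-Glo luminescence gave cytotoxicity after 18 hours at 37 degrees C. The cells were HepG2 CAGA-GFP in 1% FBS DMEM, stimulated with 500 pg/mL TGF-beta after compound addition. %Activity was normalised to no-cell wells (complete cell-killing) and DMSO (no toxicity), and curves were fitted and classified.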
# ATXN2 expr inh: ATXN2 expression inhibition. actives 0.72% (n = 360,000). HEK-293 ATXN2-luciferase reporter, luminescence, 24 h. Potency, µM (titrated, usually from 57 µM), without a hit: top-dose activity change, negative = inhibition, usual class: inhibitors; also: % is scaled to controls: 0 for no effect and ±100 for the full control effect; nearly all actives have a fitted effect of over 55% in size
#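 ATXN2-luciferase reporter cells (luciferase flanked by upstream and downstream ATXN2 gene portions) were treated 24 h at 37 °C with compounds at up to 57 uM. SteadyGlo luminescence gave expression; GF-AFC fluorescence gave viability.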
# A549 viability: A549 cytotoxicity, counter-screen for Nrf2 inhibitors. A549 ARE-Fluc cells, CellTiter-Fluor viability, 18-24 h. Potency, µM (doses to about 46 µM), for inactives: top-dose activity change, negative = cytotoxicity, usual class: inhibitors. actives 0.16% (n = 390,000). AID 504648; also: % is scaled to controls: 0 for no effect and ±100 for the full control effect
#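 Cytotoxicity counterscreen: CellTiter-Fluor fluorescence was measured in A549 ARE_Fluc cells after 18-24 h of compound exposure in a concentration series. The subsequent BugLite luminescent read reports ARE-luciferase activity.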
# Nrf2 ARE act: activates Nrf2 signaling | Potency, µM (top dose mostly 46.1 µM), inactives show top-dose activation, actives largely listed as activators | AREc32 ARE-luciferase reporter (MCF7-derived line), luminescence, 24 h | actives 0.31% (n = 410,000); also: % of control where 0% means no effect; nearly all actives have a fitted effect of over 65% in size
#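 Steps: seed AREc32_Fluc cells (1000/well, 5% FBS OPTI-MEM); incubate overnight at 37 deg C; add 23 nL compound; incubate 24 hr; add Steady-Glo; hold 30 min RT; read luminescence.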
# EPAC2 antag: antagonists of human EPAC2; Potency, µM (doses to about 114 µM), for the others: top-dose activity, negative = inhibition, actives largely listed as inhibitors; Q8WZA2; actives 0.18% (n = 360,000); EPAC2 GEF exchange of Rap1B-BODIPY-GDP, fluorescence; also: % is scaled to controls: 0 for no effect and ±100 for the full control effect; nearly all actives have a fitted effect of over 45% in size; many of its hits are not listed in these tables
# Target sequence (Q8WZA2 whole entry, looked up): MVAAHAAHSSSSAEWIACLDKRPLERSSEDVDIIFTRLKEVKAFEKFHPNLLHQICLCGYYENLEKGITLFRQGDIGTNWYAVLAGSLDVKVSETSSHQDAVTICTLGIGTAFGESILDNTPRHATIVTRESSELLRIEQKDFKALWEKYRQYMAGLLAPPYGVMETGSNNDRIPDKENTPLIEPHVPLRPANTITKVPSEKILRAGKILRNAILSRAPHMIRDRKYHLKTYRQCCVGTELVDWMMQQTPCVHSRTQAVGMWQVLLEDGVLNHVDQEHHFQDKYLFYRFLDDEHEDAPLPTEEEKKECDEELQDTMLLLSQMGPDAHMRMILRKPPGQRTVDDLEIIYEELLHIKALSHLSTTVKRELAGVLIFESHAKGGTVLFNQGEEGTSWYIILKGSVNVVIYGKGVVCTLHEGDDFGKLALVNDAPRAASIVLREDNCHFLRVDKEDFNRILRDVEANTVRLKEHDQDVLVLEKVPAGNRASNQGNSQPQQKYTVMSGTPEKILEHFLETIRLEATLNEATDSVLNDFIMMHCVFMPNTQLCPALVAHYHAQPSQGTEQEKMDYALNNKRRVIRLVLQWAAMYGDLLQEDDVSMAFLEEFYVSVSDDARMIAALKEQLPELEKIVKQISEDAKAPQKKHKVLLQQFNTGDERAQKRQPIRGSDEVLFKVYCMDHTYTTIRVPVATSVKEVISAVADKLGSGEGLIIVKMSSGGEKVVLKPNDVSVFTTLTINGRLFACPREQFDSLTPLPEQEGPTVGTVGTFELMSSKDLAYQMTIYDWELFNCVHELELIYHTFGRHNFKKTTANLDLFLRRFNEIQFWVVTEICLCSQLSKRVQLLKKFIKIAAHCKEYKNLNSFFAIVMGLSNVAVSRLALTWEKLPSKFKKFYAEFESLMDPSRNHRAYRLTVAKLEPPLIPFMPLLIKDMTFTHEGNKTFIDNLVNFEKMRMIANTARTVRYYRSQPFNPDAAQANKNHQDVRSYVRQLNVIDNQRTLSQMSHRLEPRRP
# S2 tox: viability counter-screen for ATXN expression inhibitors; Potency, µM (series often up to 56.7 µM), usual class: cytotoxic; AID 651635; S2 cells (HEK-293 line with an ATXN2-luciferase reporter) viability, CellTiter-Fluor protease fluorescence, 24 h; actives 0.49% (n = 400,000); also: nearly all actives have a fitted effect of over 40% in size
# Nrf2 inh: inhibitors of Nrf2 signaling; actives 2.1% (n = 360,000); Potency, µM (top dose mostly 46 µM), inactives show at the highest dose activity change, negative = inhibition, actives largely listed as inhibitors; A549 ARE-Fluc reporter, luciferase luminescence, 18-24 h; also: % is scaled to controls: 0 for no effect and ±100 for the full control effect; nearly all actives have a fitted effect of over 60% in size
#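 Concentration-response testing used A549 ARE_Fluc cells at 5000 cells/well. Following an 18-24 h compound incubation, viability was read by fluorescence (Ex 405/Em 525) and luciferase output by luminescence.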
# TGFb SMAD3 inh: blocks TGF-b signaling; HepG2 CAGA-GFP TGF-b/SMAD3 reporter, GFP fluorescence, 18 h; TGF-beta stimulated, 500 pg/mL final; Potency, µM (series often up to 46.1 µM), for inactives: at the top dose activity, negative = inhibition, usual class: inhibitors; actives 1.2% (n = 410,000); also: % is scaled to controls: 0 for no effect and ±100 for the full control effect; nearly all actives have a fitted effect of over 65% in size
#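 Inhibition of TGF-beta-driven CAGA-GFP reporter expression in HEPG2 cells is measured by cellular GFP fluorescence after 18 h stimulation with 500 pg/mL recombinant TGF-beta in 1% FBS medium at 37 degrees C.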
# MCF10A rerep: DNA re-replication induction in MCF 10a cells; MCF 10A DNA re-replication, Hoechst nuclear intensity, 48 h; actives 2.9% (n = 350,000); Potency, µM (titrated, usually from 46.1 µM), for inactives: top-dose activity, positive = re-replication, most hits filed as activators; also: % of control where 0% means no effect; nearly all actives have a fitted effect of over 50% in size
# The depositor's hits bear a star; i = inactive; ? = inconclusive; . = no result given; [ ] = remark or other dose. Calls follow the shape of the dose curve; as a rule, active = well fitted curve in the direction sought with a large enough effect; inconclusive = small, poorly fitted or top-dose-only effect, or another doubt; inactive = no such curve, though single readings can be large; an effect the other way counts as inactive or inconclusive. Potency is read from the fitted curve at half-maximal effect. Some of the compounds tested. The share of hits here may be higher or lower than overall.
no.	Molecule	HepG2 viability	ATXN2 expr inh	A549 viability	Nrf2 ARE act	EPAC2 antag	S2 tox	Nrf2 inh	TGFb SMAD3 inh	MCF10A rerep
1	CC(=O)Nc1ccc(S(=O)(=O)NC2CC3CCC2C3)cc1 (configuration not stated)	-19%	210%[activator]	7%	0.1%	0%	i	-25%	-23%	?
2	NS(=O)(=O)c1ccc(CCNc2nc3c(-c4cccc(F)c4)nnn3c3ccc(Cl)cc23)cc1	8.9µM*	0%	9%	11%	.	i	?	?	.
3	CC1(C(=O)NS(=O)(=O)c2ccc(Cl)cc2)CCN1C(=O)Cc1ccccc1 (configuration not stated)	3%	10%	.	0.5%[9.22 µM]	-6%	i	.	-1%	.
4	COc1cc2c(cc1OC)CN(CC(=O)Nc1ccc(Cl)cc1Cl)CC2	-34%	-35%	6%	3.0%	-1%	i	?	-4%	20%
5	Nc1cc(-c2ccccc2)nn1S(=O)(=O)c1ccc(Br)cc1	-27%	-15%	-2%	-1.1%	-16%	i	?	?	-7%
6	CC(CC(=O)NNC(=O)c1cccc(Cl)c1)c1ccccc1 (configuration not stated)	1%	3%	1%	0.4%	0%	i	4%	3%	-2%
7	COc1ccccc1NS(=O)(=O)c1cc(C(=O)NCCCN2CCCC2=O)ccc1C	6%	12%	7%	-0.4%	-5%	i	-4%	-1%	-1%
8	O=C(NCCc1ccc(Cl)cc1)c1cccn1-c1nnc(N2CCCCC2)s1	-13%	.	-11%	1.2%	.	.	?	?	.
9	Nc1ccccc1C(=O)NCc1ccc(Cl)cc1	-2%	6%	7%	2.2%	2%	i	2%	-4%	?
10	Cc1ccccc1NC(=O)CC(O)(C(F)(F)F)C(F)(F)F	-25%	1%	-8%	3.9%	4%[57.1 µM]	?	11%	?	3%
11	Cc1ccc(N=Cc2sccc2C)cc1C	1%	7%	-3%	-0.4%	5%	i	20%	-8%	0%
12	CC1CC=C(c2ccccc2)C(=S)N1 (configuration not stated)	-10%	1%	-11%	2.8%	-3%	i	11%	5%	?
13	CN(C(=O)C(Cl)Cl)C1CC2C=CC1C2 (configuration not stated)	-39%	-9%	2%	3.3%	5%	i	-1%	5%	-2%
14	Fc1ccccc1OCCCCn1cncn1	-1%	1%	1%	-0.5%	13%	i	7%	-21%	3%
15	CCN(CC)CC(=O)N1c2ccccc2CCc2ccc(NC(=O)c3cc(OC)c(OC)c(OC)c3)cc21	-65%	-2%	1%	8.6%	1%	i	6%	-16%	?
16	COc1cccc2cc(-c3nc(Nc4cccc(C)c4C)sc3C)c(=O)oc12	-1%	-2%	-10%	-0.9%	.	i	.	6%	.
17	O=C(CSc1nnc(-c2cccc(Cl)c2)o1)Nc1ccc2c(c1)OCCO2	2%	92%[activator]	1%	3.2%	10%	i	?	0%	1%
18	COCCn1c(SCC(=O)NC2CCCC2)nc2c(c1=O)SCC2	-2%	-10%	1%	-0.5%	-10%	i	12%	8%	11%
19	COc1ccc(OC)c(NC(=O)CN2C(=O)CC(C)Sc3ccccc32)c1 (configuration not stated)	-5%	-1%	0%	-0.1%	.	?	-11%	5%	.
20	CC(C)(C)c1ccc(S(=O)(=O)N2CCN(C3CCCC3)CC2)cc1	-7%	-10%	-3%	0.2%	8%	i	-8%	-3%	?
21	COc1cc(C)ccc1S(=O)(=O)n1nc(C)cc1C	-10%	0%	-7%	0.1%	-5%	i	-5%	-1%	-41%[inhibitor]
22	O=C(Nc1cccc(O)c1)c1cccc(C(=O)Nc2cccc(O)c2)c1	3%	.	-3%	4.8%	6%	?	-5%	7%	3%
23	Cc1ccccc1Cn1cc(NC(=O)c2cc(-c3ccco3)on2)cn1	10%	.	13%	4.5%	13%	i	-9%	4%	16%
24	CCc1nc2ccc(C(=O)NCCN3CCOCC3)cn2c1N(CCC(C)C)CCN(C)C	-2%	-3%	.	-0.8%	21%	i	.	32%	.
25	Cc1ccc(C)c(S(=O)(=O)C(C#N)c2nc3ccccc3nc2N2CCCC2)c1 (configuration not stated)	5%	-3%	2%	-0.2%	0%	i	8%	0%	16%

# High-throughput results as filed in PubChem BioAssay.
